ssDAF-12 act – S. stercoralis DAF-12 nuclear receptor activators, primary screen, cell-based, luminescence, HEK293, GRIP1 co-expression, lit1-tk-luc. HEK293 ssDAF-12/GRIP1 lit1-tk-luc reporter; % of 3 µM dafachronic acid response. activation, % at 6.8 µM. 1% of 370,000 active. Nuclear hormone receptor DAF-12 (Strongyloides stercoralis). AID 652126, 2013;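 active = activation above the mean over all tested compounds plus 3 SD, cut at about 0.9% in these data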;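 note: 0% = DMSO-only wells and 100% = 3 µM delta7-dafachronic acid wells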
DAX1 inh-1 – DAX1 (NR0B1) inhibitors, primary screen, cell-based, HEK293, Gal4-DAX1, luciferase luminescence | Nuclear receptor subfamily 0 group B member 1 (Homo sapiens), P51843 | HEK293 Gal4-DAX1 luciferase reporter | inhibition, % at 6.75 µM | 0.99% of 340,000 active | AID 504766, 2011;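 active = inhibition above the mean over all tested compounds plus 3 SD, cut at about 4.2% in these data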;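 note: 0% = DAX1-transfected cells with DMSO and 100% = empty-vector control cells with DMSO; inhibition shows as a rise in luminescence from relieved DAX1 repression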
Target sequence (P51843 207-470 limits assumed): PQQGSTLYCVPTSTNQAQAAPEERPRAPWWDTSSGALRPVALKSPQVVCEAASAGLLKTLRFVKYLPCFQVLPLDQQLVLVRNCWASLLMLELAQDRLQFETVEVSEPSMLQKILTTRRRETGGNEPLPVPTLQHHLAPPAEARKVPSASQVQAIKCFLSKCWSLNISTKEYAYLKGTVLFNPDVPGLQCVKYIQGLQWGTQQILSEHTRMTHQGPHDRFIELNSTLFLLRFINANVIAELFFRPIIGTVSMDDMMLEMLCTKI
ADAM10 inh – human ADAM10 inhibitors, primary screen, biochemical, QFRET, HTS; recombinant ADAM10, EDANS/DABCYL FRET peptide cleavage, 3 h; inhibition, % at 7 µM; 0.62% of 370,000 active;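 active = inhibition above a per-campaign cutoff equal to the mean of compounds falling between control-based bounds plus 3 SD, cut at about 20% in these data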;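 note: 0% = DMSO wells while the 100% control is not disclosed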
hcDAF-12 act – H. contortus DAF-12 nuclear receptor activators, primary screen, cell-based, luminescence, HEK293, lit1-tk-luc reporter; HEK293 hcDAF-12 lit1-tk-luc reporter; 0% DMSO, 100% Δ7-dafachronic acid; activation, % at 6.8 µM; 1.4% of 370,000 active;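 active = activation above the mean of all tested compounds plus 3 SD, cut at about 5.5% in these data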;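 note: 100% = response to 3 µM Δ7-dafachronic acid high control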
DAX1 inh-2 – DAX1 (NR0B1) inhibitors on StAR promoter, primary screen, cell-based, luminescence, SF-1 (NR5A1), full-length DAX-1 | AID 652010, 2013 | inhibition, % at 6.8 µM | HEK293T StAR-luciferase reporter, SF-1/DAX-1 repression relief | 1.1% of 370,000 active;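 active = inhibition above the mean over all tested compounds plus 3 SD, cut at about 3.6% in these data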;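 note: 0% = DAX-1 cells with DMSO and 100% = cells lacking DAX-1 with DMSO; higher inhibition means more luminescence from relief of DAX-1 repression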
GC-B act – human GC-B receptor activators, primary screen, HEK293 GC-B cells, cGMP TR-FRET, EC30 CNP; Atrial natriuretic peptide receptor 2 (Homo sapiens), P20594; 0% at EC30 CNP, 100% saturating CNP; activation, % at 10 µM; 0.11% of 370,000 active;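 active = activation at 10 µM reaching about 35% in either raw or pattern-adjusted values, limit read from the data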
hgDAF-12 ag – H. glycines DAF-12 receptor agonists, primary screen, cell-based, luminescence, HEK293, GAL4 fusion, UAS-luciferase; Nuclear hormone receptor DAF-12 (Heterodera glycines), GAL4 fusion; HEK293 GAL4-hgDAF12 UAS-luciferase reporter, agonist luminescence; normalized to butyrate control; activation, % at 6.8 µM; 1.8% of 370,000 active;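 active = activation above a cutoff set at the mean of all screened compounds plus 3 SD, cut at about 10% in these data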;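 note: 0% = DMSO wells and 100% = sodium butyrate wells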
NPR1 activator – GC-A stimulated cGMP production enhancers – HEK293 GC-A cells, cGMP TR-FRET, EC30 ANP, primary screen | AID 1671463, 2021 | activation, % at 10 µM | 0.14% of 370,000 active | 0% at EC30 ANP, 100% saturating ANP; in the data active = activation above about 40%
SMARCA2 act – SMARCA2 (BRM) function activators, primary screen, cell-based, luminescence, high throughput; MG213 cells, MMTV-luciferase reporter, dexamethasone, overnight; activation, % at 9.1 µM; 1% of 370,000 active; in the data active = activation above about 7.8%;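 note: 0% = vehicle wells and 100% = reference activator wells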
sPLA2-III inh – human group III sPLA2 inhibitors, primary screen, biochemical, QFRET, BODIPY PC-A2 liposome substrate; QFRET BODIPY PC-A2 liposome hydrolysis, fluorescence; 0.56% of 370,000 active; inhibition, % at 12.2 µM; Group 3 secretory phospholipase A2 (Homo sapiens), Q9NZ20; AID 743126, 2013;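 active = inhibition above mean plus 3 SD of compounds lying within the high and low control bounds, cut at about 19% in these data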;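 note: 0% = median of test compound wells and 100% = no enzyme DMSO wells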
Target sequence (Q9NZ20 whole entry, looked up): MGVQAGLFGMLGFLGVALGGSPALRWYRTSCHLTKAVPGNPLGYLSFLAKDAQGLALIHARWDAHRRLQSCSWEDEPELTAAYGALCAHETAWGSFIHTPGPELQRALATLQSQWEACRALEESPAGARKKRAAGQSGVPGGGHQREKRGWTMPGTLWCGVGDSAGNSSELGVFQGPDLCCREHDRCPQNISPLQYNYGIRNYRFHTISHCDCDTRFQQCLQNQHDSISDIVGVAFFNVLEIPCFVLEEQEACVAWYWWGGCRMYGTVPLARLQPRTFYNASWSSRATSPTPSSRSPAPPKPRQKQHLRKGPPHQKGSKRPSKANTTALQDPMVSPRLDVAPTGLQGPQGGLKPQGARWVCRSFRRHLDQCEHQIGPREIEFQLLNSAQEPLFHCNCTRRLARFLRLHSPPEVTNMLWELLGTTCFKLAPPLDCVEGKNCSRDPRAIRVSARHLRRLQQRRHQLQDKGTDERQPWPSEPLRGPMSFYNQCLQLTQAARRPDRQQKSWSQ
FXN GAA850 act – FXN promoter activators, primary screen, cell-based, luciferase luminescence, HEK293 lucGAA850; HEK293 lucGAA850 FXN promoter luciferase reporter, 24 h; percent of 10 µM SAHA response; activation, % at 6 µM; 0.56% of 360,000 active;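 active = activation above the average of all compounds screened plus 3 SD, cutoff fixed separately per campaign, cut at about 7.5% in these data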;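 note: 0% = DMSO wells and 100% = 10 µM SAHA wells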
Active calls of the source: *; i = inactive; · = not tested or not shown.

SMILES	ssDAF-12 act	DAX1 inh-1	ADAM10 inh	hcDAF-12 act	DAX1 inh-2	GC-B act	hgDAF-12 ag	NPR1 activator	SMARCA2 act	sPLA2-III inh	FXN GAA850 act
COC(=O)c1cc(Cl)cc2c(C)c(C3(O)CCCCC3)[nH]c12	-0.9	0.5	-48	-1.0	0.3	-6	-1.7	-3	-1	-4	0.7
COc1ccc(C(=O)Cc2ccc(OC)c(OC)c2)c(OC)c1	-0.9	-2.2	-11	-2.2	-1.6	-1	0.3	0	-3	5	-1.1
CO/N=C/C(C#N)=C/c1ccc(OC)c(OC)c1	-1.2	3.2	-10	-0.7	0.0	-2	-1.3	1	1	2	0.5
CCCCCCc1cc2cc(C(=O)NC)c(=N)oc2cc1O	-1.0	-1.0	i	-1.6	0.0	11	-0.5	9	1	-5	0.6
CN1C(=O)NC(c2ccccc2Cl)C2=C1CC(C)(C)CC2=O (stereo unspecified)	-0.9	-1.1	0	0.7	-0.4	2	-0.8	2	-3	10	1.5
O=C(NCc1cccs1)C1CC(c2ccc(Cl)c(Cl)c2)=NO1 (stereo unspecified)	-1.0	2.8	-3	1.5	0.2	0	-1.6	-5	-2	-1	-2.0
CCOC(=O)CNC(=O)CNC(=O)Cn1ccc2ccccc2c1=O	-0.9	0.1	-14	0.9	-0.5	11	1.3	-2	1	-4	1.2
COC(=O)c1cc(=O)n2c(sc3ccccc32)c1C#N	-0.6	0.5	-148	2.2	0.2	1	2.7	3	-2	-2	1.9
O=C(CCN1C(=O)[C@@H]2Cc3ccccc3CN2C1=O)NCc1ccccc1	-1.3	-1.5	0	2.3	-0.1	-2	-1.2	1	-1	7	1.1
Cc1ccc(S(=O)(=O)N2CCC(=O)N(CCOCc3ccccc3)CC2)cc1	-0.8	-1.3	3	0.5	-0.5	-1	2.2	1	0	-6	0.1
CCOc1ccc(NC(=S)Nc2ccc3nsnc3c2)cc1	-1.4	-2.1	0	1.2	-0.3	-6	0.3	-2	-6	-2	1.6
COc1ccc(-c2nc3cc(NC(=O)Cc4ccc(OC)c(OC)c4)ccc3o2)cc1	-2.5	-2.6	-113	-3.3	-2.6	7	-3.4	9	-6	-17	-3.4
COC(=O)c1cc(CNC(=O)CCCSc2ccccc2)ccc1OC	-1.1	-0.8	2	1.0	0.3	2	0.1	0	-3	-7	0.5
CSc1ncccc1C(=O)NCCc1ccccc1F	-1.2	-0.3	4	-1.5	0.1	7	2.3	3	2	2	3.2
COc1ccc(NC(=O)COC(=O)C23CC4CC(CC(NC(C)=O)(C4)C2)C3)cc1S(=O)(=O)N1CCOCC1	-0.8	1.0	1	-0.5	-0.3	4	1.8	-1	-2	-9	-0.2
Cc1ccsc1C=C1C(=O)c2ccccc2C1=O	-0.4	-0.8	8	3.3	0.5	-1	1.9	-10	-3	2	0.1
Cc1cc(C(=O)OC(C)C(=O)Nc2cccc(Cl)c2)on1 (stereo unspecified)	-0.7	-1.0	-1	2.1	0.6	2	-1.2	1	-3	6	1.0
CCCCN(C)C(=O)Cn1nc(Cc2ccncc2)c2ccccc2c1=O	-1.1	15*	2	-1.6	0.0	-1	-1.2	0	0	2	-2.0
Cc1ccc(C)c(C(=O)N2CCC(n3nccc3NC(=O)C3CC3)CC2)c1	-0.9	0.2	-1	-0.3	-2.0	3	2.4	1	1	4	2.1
Cc1ccc(Oc2nnc(-c3ccc(C)cc3)c3ccccc23)cc1	-1.8	-1.2	-1	-2.0	0.0	-3	3.8	-8	0	-2	0.7
Cc1ccn2cc(CCNS(=O)(=O)c3ccc4c(c3)OCCO4)nc2c1	-1.6	-0.4	-10	0.8	-0.5	1	-0.9	3	-3	2	0.5
Cc1ccc(C(c2nnnn2C2CCCCC2)N2CCN3CCCC3C2)cc1 (stereo unspecified)	-1.7	0.0	-13	-0.6	-0.2	-6	-0.8	-1	-2	-8	1.1
O=[N+]([O-])c1ccc(N2CCOCC2)cc1O	-0.8	-1.0	1	-1.8	-0.6	-2	-1.4	5	-1	5	-0.4
Cc1ccc(S(=O)(=O)N(C)Cc2ccc(-c3nnc4n3CCC4)cc2)cc1	-1.3	0.1	-1	-0.7	0.2	4	-2.7	-2	1	-5	0.7
COC(=O)c1[nH]c2ccccc2c1NC(=O)CN1CCN(Cc2ccc3c(c2)OCO3)CC1	-1.4	1.0	-14	-2.3	-0.4	13	-0.8	7	0	-11	1.1
OC(CSc1ccccc1)CN1CCN(c2ccc(Cl)cc2)CC1 (stereo unspecified)	-0.9	-1.3	5	0.2	-0.1	10	3.4	-2	6	5	0.6
CC(C)(C)OC(=O)N(Cc1ccccc1)Cc1cccc(OCc2cccc(NC(=O)c3ccccc3)c2)c1	-0.1	-0.7	-5	-1.5	-1.1	5	4.0	3	-2	-1	-1.6
CC1=CC2(C(Cc3ccccc3)N(CC3CC3)C(=NC(=O)c3ccccc3)N2C(=O)OCc2ccccc2)n2c(=O)n(-c3ccccc3)c(=O)n2C1 (stereo unspecified)	-1.5	·	10	0.9	-0.9	-9	1.4	-7	-2	11	·
COc1ccc(OC)c2[nH]c(C(=O)N3CCC(C(=O)O)CC3)cc12	-0.9	1.1	-23	-1.4	-0.2	4	1.5	3	-2	2	-2.2
N#CC(c1ccc(N)cc1)C(CC(=O)c1ccccc1)c1ccccc1 (stereo unspecified)	-1.3	3.3	3	1.3	-0.1	2	3.1	-2	2	-11	2.1
O=C(CN1CCc2cc3c(cc2C1)OCCCO3)Nc1cccc(Br)c1	-1.4	0.1	-14	0.1	-2.5	-2	-2.1	1	-3	-12	0.0
COc1ccccc1CNC(=O)CSc1ccc(Br)cc1	-1.9	0.9	-5	2.0	-0.2	-9	-4.4	-5	1	7	3.6
CCOc1cc(CNc2ccc(S(N)(=O)=O)cc2)ccc1OCC(=O)NC(C)(C)C	-1.4	0.9	-1	-2.4	-1.3	5	-2.0	-2	1	-18	-1.2
Cc1nc2scc(-c3ccccc3)c2c(=O)n1/N=C/c1ccco1	-1.6	-0.2	1	-0.8	-0.3	7	2.8	-3	-2	7	-0.9
CN1CCCCC(NC(=O)c2ccccn2)C1=O (stereo unspecified)	-1.6	·	-3	0.7	0.0	1	0.5	0	0	3	·
CC(=O)Nc1c(Br)cc2c(c1Br)Cc1cc([N+](=O)[O-])ccc1-2	-0.4	1.2	0	2.0	-0.8	11	1.1	12	1	-10	-1.3
CC(CC(=O)Nc1ncc([N+](=O)[O-])s1)c1ccccc1 (stereo unspecified)	-1.0	0.5	2	0.2	-0.5	6	-1.7	-1	-4	-3	1.8
Cc1ccc(NC(=O)CSCC(=O)N(C)CC(=O)Nc2cccc(F)c2)cc1	-0.9	-1.2	13	-0.6	-0.7	0	1.3	-2	-2	-7	0.9
CCCCn1c(N)c(N(CCOC)C(=O)c2cc(S(=O)(=O)N3CCCCC3)ccc2Cl)c(=O)[nH]c1=O	-1.2	1.0	0	-2.2	-1.5	0	0.5	4	0	0	2.9
NC(=O)C1CCN(CC(O)COCc2ccccc2Cl)CC1 (stereo unspecified)	-0.3	-0.9	-9	-2.5	0.1	-2	-3.5	-2	-3	3	-1.2

Quoted from the listing.
FXN GAA850 act result of OC(CSc1ccccc1)CN1CCN(c2ccc(Cl)cc2)CC1 (stereo unspecified) = 0.6
NPR1 activator result of NC(=O)C1CCN(CC(O)COCc2ccccc2Cl)CC1 (stereo unspecified) = -2
NPR1 activator result of Cc1nc2scc(-c3ccccc3)c2c(=O)n1/N=C/c1ccco1 = -3

New compounds follow
SMILES	ssDAF-12 act	DAX1 inh-1	ADAM10 inh	hcDAF-12 act	DAX1 inh-2	GC-B act	hgDAF-12 ag	NPR1 activator	SMARCA2 act	sPLA2-III inh	FXN GAA850 act
CC(C)(C)NCC(O)COc1ccccc1C1CCCC1 (stereo unspecified)	-1.7	0.3	1	-1.2	-0.4	-3	9.6	-4	-2	6	-2.4
C[C@@H]1CN([C@@H](C)CO)C(=O)CCCn2nncc2CO[C@@H]1CN(C)S(=O)(=O)c1ccc(F)cc1	-0.9	0.4	-19	-0.4	-0.1	1	2.6	4	-3	7	1.2
CCCCc1ccc(NC2=NCC(=O)N2CCc2ccccc2)cc1	-1.6	2.0	6	-0.4	-0.7	2	-2.7	-1	-1	-7	1.0
N#Cc1cccc(Nc2c3c(nc4ccccc24)CCCC3)c1	-1.7	-1.0	1	-3.0	-0.9	-19	-4.3	-21	1	-4	2.3
Cc1ccccc1NC(=O)OCc1cn(-c2ccc(Cl)cc2)nn1	-0.9	0.5	10	-1.3	-0.4	0	-1.0	0	1	0	-2.2
O=C(Oc1ccc(Br)cc1C(=O)/C=C/c1ccccc1F)c1ccco1	-1.5	0.9	20	4.2	-1.2	-11	6.0	-19	-1	-21	5.5
CC(C)CNC(=S)N1CCN(Cc2ccc3c(c2)OCO3)CC1	-0.3	-0.2	-9	-0.8	0.2	4	-2.6	5	-3	9	0.3
CC[C@]12c3[nH]c4ccccc4c3CCN1C(=O)C(CC(=O)NCCCOC)C[C@@H]2C(=O)N1CCN(C(=O)c2ccco2)CC1 (stereo partly specified)	-0.3	0.7	-6	0.3	0.5	0	-0.6	1	0	-5	-1.1
CCN1C(=O)/C(=C/C=C2/SCCN2C)SC1=S	0.1	3.9	-8	5.8*	4.7*	-5	10	-3	4	-9	1.3
CCOC(=O)C1CSC(CC(=O)Nc2ccc(Cl)c(Cl)c2)C(=O)N1 (stereo unspecified)	-0.8	-0.8	-1	-0.9	0.0	-1	1.2	4	-1	-6	-0.1
CCc1ccc(Nc2n[n+](-c3ccccc3)c(-c3cccc(C)c3)s2)cc1	-1.2	0.3	6	0.2	-1.3	-15	1.4	-11	-1	8	-2.4
COc1ccc(OC)c(C(O)c2coc3ccc(O)c(CN(C)C)c23)c1 (stereo unspecified)	-1.2	2.7	0	0.4	-0.2	-14	-3.6	-13	-5	-4	-6.5
COc1ccccc1C(=O)NC(CCSC)C(=O)NCc1ccncc1 (stereo unspecified)	-1.0	0.1	-5	-1.1	0.0	-5	-0.4	-1	-1	2	-0.6
Cc1ncsc1C(=O)NCc1ccc(N2CCCC2=O)cc1	-0.6	-1.0	-3	-1.3	-0.9	2	-1.7	4	-7	13	3.6

Marked active in DAX1 inh-1 (from the list above):
structure	ssDAF-12 act	DAX1 inh-1	ADAM10 inh	hcDAF-12 act	DAX1 inh-2	GC-B act	NPR1 activator	SMARCA2 act	sPLA2-III inh	FXN GAA850 act
CCCCN(C)C(=O)Cn1nc(Cc2ccncc2)c2ccccc2c1=O	-1.1	15*	2	-1.6	0.0	-1	0	0	2	-2.0
